# CAL PDZ FP-1: blocks peptide binding to human CAL PDZ domain | Q9HD26 | purified CAL PDZ, TMR-peptide fluorescence polarization, 1 h | inhibition, % at 20 µM | 330,000 compounds, 0.02% hits | AID 504414;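 active = highest replicate inhibition of at least 40%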;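 note: plate controls were DMSO neutral control wells for no effect and unlabeled competitor peptide control wells for full effect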
#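 Control set: unlabelled peptide and DMSO controls / Material: purified CerCALP PDZ construct / Timing: 1 h incubation at room temperature before polarization reading / Doses: 20 µM, one dose / Detection: fluorescence polarization (mP)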
# NSD2 inh: inhibitors of human histone methyltransferase NSD2; O96028; NSD2 peptide methylation, AlphaScreen, 120 min; inhibition, % at 12.5 µM; 310,000 compounds, 0.54% hits; in the data active = inhibition above about 50%
# Target sequence (O96028 whole entry, looked up): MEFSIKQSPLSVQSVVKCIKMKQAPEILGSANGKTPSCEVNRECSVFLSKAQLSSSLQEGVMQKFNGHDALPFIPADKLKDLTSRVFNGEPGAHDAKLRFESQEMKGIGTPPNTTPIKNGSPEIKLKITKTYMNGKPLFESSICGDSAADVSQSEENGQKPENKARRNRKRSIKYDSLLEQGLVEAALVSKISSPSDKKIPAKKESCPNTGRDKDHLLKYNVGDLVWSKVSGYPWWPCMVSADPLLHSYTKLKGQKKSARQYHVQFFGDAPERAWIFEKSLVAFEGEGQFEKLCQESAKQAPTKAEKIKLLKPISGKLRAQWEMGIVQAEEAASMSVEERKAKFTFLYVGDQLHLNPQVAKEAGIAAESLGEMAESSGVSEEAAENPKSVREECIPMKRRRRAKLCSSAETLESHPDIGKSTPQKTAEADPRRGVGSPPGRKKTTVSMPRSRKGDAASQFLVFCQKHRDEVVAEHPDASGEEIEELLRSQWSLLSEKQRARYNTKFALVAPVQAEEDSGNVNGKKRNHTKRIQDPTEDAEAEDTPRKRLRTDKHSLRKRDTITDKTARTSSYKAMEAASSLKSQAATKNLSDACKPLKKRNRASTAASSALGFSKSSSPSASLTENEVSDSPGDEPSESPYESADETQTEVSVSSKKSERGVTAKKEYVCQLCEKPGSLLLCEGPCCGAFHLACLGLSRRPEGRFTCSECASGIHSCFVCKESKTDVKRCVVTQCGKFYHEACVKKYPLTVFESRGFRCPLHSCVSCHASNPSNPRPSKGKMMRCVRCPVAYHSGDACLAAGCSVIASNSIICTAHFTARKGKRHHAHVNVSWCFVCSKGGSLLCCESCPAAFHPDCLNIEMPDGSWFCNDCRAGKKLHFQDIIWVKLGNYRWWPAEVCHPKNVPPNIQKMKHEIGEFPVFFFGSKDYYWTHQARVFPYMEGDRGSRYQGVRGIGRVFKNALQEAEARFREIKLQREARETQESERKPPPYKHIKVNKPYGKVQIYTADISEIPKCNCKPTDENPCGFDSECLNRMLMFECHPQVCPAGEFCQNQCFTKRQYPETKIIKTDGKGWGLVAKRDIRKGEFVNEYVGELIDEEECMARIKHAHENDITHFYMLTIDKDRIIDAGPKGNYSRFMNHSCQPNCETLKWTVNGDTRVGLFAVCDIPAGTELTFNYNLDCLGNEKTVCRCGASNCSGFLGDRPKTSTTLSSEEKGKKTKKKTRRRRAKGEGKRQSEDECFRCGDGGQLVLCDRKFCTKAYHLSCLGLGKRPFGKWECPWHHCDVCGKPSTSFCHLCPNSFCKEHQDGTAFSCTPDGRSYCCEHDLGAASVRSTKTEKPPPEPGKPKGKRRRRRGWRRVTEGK
# MITF TRPM1 HTS: increases MITF-driven TRPM1 promoter luciferase signal. SK-MEL-5 TRPM1-promoter luciferase, 24 h; % of positive control, neutral wells = 0. activation, % at 12.5 µM. 300,000 compounds, 0.75% hits. AID 588334;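 active = mean activation of at least 80% with every replicate also reaching 80%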;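 note: 0% = neutral control wells and 100% = parthenolide positive control wells; values of inactives mirror those of a sister screen read the other way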
# SR-BI uptake up: enhances SR-BI lipid uptake from DiI-HDL | 320,000 compounds, 0.096% hits | CHO ldlA[mSR-BI] cells, DiI-HDL uptake fluorescence, 3 h; 100 = double the neutral-control signal | AID 504775 | activation, % at 12.5 µM;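 active = mean replicate activation of at least 60% and every replicate at or above 60%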;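 note: 0% = median plate neutral-control signal and 100% = twice that signal; values of inactives mirror those of a sister screen read the other way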
#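 System: CHO ldlA[mSR-BI] cells / Medium: HEPES-buffered (25 mM, pH 7.4) F12 plus 0.5% BSA / Probe or stimulus: labelled HDL, 10 µg/mL / Doses: single compound concentration, delivered by pin transfer / Schedule: 3 h, 37 °C / Measured by: DiI fluorescence, bottom read / Measure: cell-associated DiI fluorescence as measure of HDL uptake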
# Rtt109 HAT inh: inhibitors of Candida albicans Rtt109/Vps75 histone acetyltransferase | purified Rtt109/Vps75, ThioGlo CoA-SH fluorescence, 4 h | inhibition, % at 34.9 µM | 330,000 compounds, 0.16% hits | AID 540336;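 active = inhibition of at least 50% in every replicate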
# PvdQ acylase: blocks Pseudomonas aeruginosa PvdQ acylase activity; purified PvdQ acylase, fluorescence plate reader; inhibition, % at 10 µM; 340,000 compounds, 0.063% hits; AID 488965; in the data active = inhibition above about 30%, passing the limit was not always enough;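 note: 0% = vehicle neutral wells and 100% = reference inhibitor wells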
# CAL PDZ FP-2: CAL PDZ (human) peptide binding inhibition; AID 602252; inhibition, % at 24.9 µM; purified CAL PDZ, TMR-peptide fluorescence polarization, 1 h; 300,000 compounds, 0.92% hits; Q9HD26;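 active = mean inhibition of at least 30% with at least half of replicates also reaching 30%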;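 note: 0% = DMSO neutral control and 100% = excess unlabeled competitor peptide PRC23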
# SR-BI DiI inh: blocks mouse SR-BI lipid uptake from DiI-HDL; Q61009; AID 488896; 320,000 compounds, 0.96% hits; inhibition, % at 12.5 µM; ldlA[mSR-BI] CHO cells, DiI-HDL uptake fluorescence, 3 h;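 active = mean replicate inhibition of at least 70% and a set share of replicates each scoring 70 or more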;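 note: 0% = median of neutral control wells and 100% = median of positive control wells; values of inactives mirror those of a sister screen read the other way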
# dFosB act: activators of mouse delta FosB homodimer. P13346. purified delta FosB, TAMRA-CDK5 oligo fluorescence polarization; percent of positive-control signal above neutral wells. activation, % at 25 µM. 340,000 compounds, 0.99% hits;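 active = mean activation above about 17%, with every replicate also reaching it, limit read from the data, passing the limit was not always enough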;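 note: fluorescence polarization rise as delta FosB binds a TAMRA Cdk5 AP-1 oligo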
# PfHsp90 set2: inhibits growth of yeast expressing Plasmodium falciparum Hsp90 | S. cerevisiae expressing PfHsp90, BacTiter-Glo ATP, 48 h; yeast lacking PDR1 and PDR3 efflux regulators | inhibition, % at 9.4 µM | 310,000 compounds, 0.32% hits;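 active = every replicate shows inhibition above about 80%, whatever the replicate mean, limit read from the data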;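 note: 0% = DMSO neutral controls and 100% = 20 µM radicicol positive controls; yeast relying on Plasmodium falciparum Hsp90 in place of its own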
# Active calls of the source: *; . = not tested or not shown.
SMILES,CAL PDZ FP-1,NSD2 inh,MITF TRPM1 HTS,SR-BI uptake up,Rtt109 HAT inh,PvdQ acylase,CAL PDZ FP-2,SR-BI DiI inh,dFosB act,PfHsp90 set2
C#CCN1C(=O)S/C(=C/c2cc(C)n(CC)c2C)C1=O,0.0,-3,67,-24,3,-4,0,24,-2,-4
N#C/C(=C\c1ccc(N2CCOCC2)o1)c1nc2ccccc2[nH]1,1.9,6,.,-15,-31,8,-3,15,-24,8
O=C(CN1CCN(c2ccc(O)cc2)CC1)Nc1cc(S(=O)(=O)N2CCCC2)ccc1Cl,-0.3,6,-6,-51,-5,1,.,51,-9,12
COc1ccccc1NC(=O)COC(=O)c1cc([N+](=O)[O-])ccc1N1CCCC1,-1.0,25,3,-62,0,-11,-1,62,-4,-11
CCOc1ccc(Cl)cc1CNc1nnnn1C,-3.9,-2,-10,-6,.,8,1,6,-5,7
COc1ccc(Cn2cccc(NC(=O)Nc3cccc(OC)c3)c2=O)cc1,0.9,.,0,.,10,12,4,.,-13,-18
COc1ccc(CCc2ccc3cc(OC)ccc3n2)cc1,-0.4,-1,-1,-7,-2,10,-2,7,-6,-21
Cc1nc(SCC(=O)NCc2ccco2)c2c(=O)n(C)c(=O)n(CC(C)C)c2n1,0.0,.,2,5,6,2,3,-5,-7,.
CC(Sc1nc(NC(C)(C)C)nc(N(C)C)n1)C(=O)Nc1ccccc1 (configuration not stated),-1.8,-3,-7,6,3,-14,-9,-6,-8,.
CN1/C(=C/C(=O)c2nc(S(C)(=O)=O)ncc2Cl)C(C)(C)c2ccccc21,-3.4,.,-104,-1,35,5,-2,1,-24,-68
COC(=O)C(NC(=O)c1ccc(F)cc1)(Nc1ncc(S(=O)(=O)c2ccc([N+](=O)[O-])cc2)s1)C(F)(F)F (configuration not stated),-1.1,.,-25,-13,-9,-1,-4,13,-7,7
O=C(N/N=C/c1ccc(O)cc1)c1cc(-c2ccc3c(c2)OCO3)n[nH]1,-3.3,-1,6,-12,10,-4,.,12,13,9
CCCCN1CC(=O)N2[C@@H]3c4cc(OC)ccc4OC[C@@H]3[C@H](C(=O)OCC)[C@]2(C)C1=O,-0.4,.,14,6,0,-6,-5,-6,-11,2
COC(=O)c1ccc(NC(=O)CSc2nnc(COc3c(C)cccc3C)o2)cc1,-0.4,-2,2,-6,-1,-10,2,6,2,21
Cc1cc(C)cc(N(C(C)C(=O)Nc2c(C)n(C)n(-c3ccccc3)c2=O)S(C)(=O)=O)c1 (configuration not stated),-0.8,0,-3,12,-7,-9,-4,-12,-4,8
CCOC(=O)CN1C(=O)N[C@@H](c2ccccc2)C(C(=O)OC)=C1C,0.7,.,-1,27,1,27,0,-27,4,10
CCC(C)N1C(=O)/C(=C/c2c(NCCCOC(C)C)nc3c(C)cccn3c2=O)SC1=S (configuration not stated),0.2,-2,.,-9,7,10,0,9,-118,5
Cc1ccc(S(=O)(=O)N2CCN(CC(=O)NC3CCCc4ccccc43)CC2)c(C)c1 (configuration not stated),-0.3,50,-7,-10,27,2,-1,10,-7,2
CC(=O)Nc1cccc(NC(=O)CSc2nc3ccccc3o2)c1,-2.4,-1,-6,31,-2,2,-3,-31,-3,1
COc1ccccc1NC(=O)CSc1nc2nc(C)cc(C)c2c(=O)[nH]1,-1.8,1,-6,33,8,2,-4,-33,-5,-6
COc1cc2c(cc1OC)C(c1ccc(N(C)C)cc1)NCC2 (configuration not stated),-1.3,5,-2,3,.,4,-1,-3,-8,-4
Cc1ccc(C(=O)c2ccc([N+](=O)[O-])cc2)cc1C,-2.0,0,50,-11,.,-6,-1,11,0,9
Cc1nn(C)cc1CN1CCC(n2nccc2NC(=O)CCCc2ccccc2)CC1,0.7,5,-2,-2,3,8,-2,2,-7,-1
CCOC(=O)c1cnc2ccc(Br)cc2c1NCCCN1CCOCC1,-0.5,0,.,5,6,-15,1,-5,-13,12
O=C(N/C(=C\c1ccc([N+](=O)[O-])cc1)C(=O)N1CCOCC1)c1ccccc1,-1.7,0,-5,8,11,3,-3,-8,-3,-6

# Following part.
SMILES,CAL PDZ FP-1,NSD2 inh,MITF TRPM1 HTS,SR-BI uptake up,Rtt109 HAT inh,PvdQ acylase,CAL PDZ FP-2,SR-BI DiI inh,dFosB act,PfHsp90 set2
Cc1cccc(C(=O)NNC(=O)c2ccccc2O)c1,-1.1,0,.,-24,-2,-8,3,24,-2,-9
CC(=O)O[C@@H]1[C@@]2(C)O[C@H]2CC[C@]23O[C@H]2[C@H](OC3=O)C2=C(C)C(=O)O[C@@]21O,-0.1,.,0,-14,-1,-13,-2,14,-4,-7
Cc1ccc(C(=O)OCC(=O)Nc2ccc(Cl)cn2)s1,-0.5,0,9,12,-1,-14,0,-12,0,-3
CNC(=O)CSc1nccn1Cc1ccc(Cl)cc1,0.6,2,3,31,-6,-7,-2,-31,2,7
Cc1cc(CC(C)C)n(-c2nc3ccccc3c(=O)n2OCC(=O)N(C)C)n1,0.9,-4,12,18,2,5,-2,-18,-4,-2
O=C(Nc1cccc(S(=O)(=O)N2CCOCC2)c1)c1ccc(N2CCCC2=O)cc1,-1.2,-3,4,-63,19,9,-1,63,-6,21
COc1ccc(Cl)cc1S(=O)(=O)Oc1ccc(NC(C)=O)cc1,-1.1,-3,-11,-11,7,10,1,11,8,-14
Cc1cccnc1NC(=S)NCc1ccco1,1.6,1,8,4,-1,-2,2,-4,0,17
CCOc1cc(C=O)ccc1OS(=O)(=O)c1ccc(NC(C)=O)cc1,-3.3,-1,7,3,-1,-5,-3,-3,0,16
O=C(NC(=S)NC1C2CC3CC(C2)CC1C3)c1ccccc1 (configuration not stated),-3.8,.,10,-21,1,-5,-4,21,-8,-1
COc1cc(CN(C(C)=O)c2ccccc2C(=O)O)ccc1[N+](=O)[O-],0.7,-3,6,-1,3,-11,-4,1,2,-3
CCOC(=O)c1c(C)[nH]c(C(=O)N/N=C/c2ccc(Br)cc2)c1C,-2.8,-2,-16,-12,3,6,-3,12,6,-1
O=C(N/N=C\c1ccc(OC(=O)c2ccco2)cc1)c1ccc(Cl)cc1,-5.6,5,16,9,-6,-16,5,-9,9,1
COc1ccc(/C=C/CN2CCC(n3nccc3NC(=O)C3CCCC3)CC2)cc1,0.1,0,1,6,3,-8,2,-6,-5,-2
OCCNc1nc2ccccc2n1-c1ncnc2sc3c(c12)CCC3,-1.4,-1,1,6,20,4,-2,-6,5,-1
Cc1c(C=O)c2ccccn2c1C(=O)c1ccccc1,-1.5,-6,4,-31,2,-3,-2,31,-10,14
O=C(OCC(=O)N1CCOCC1)c1cnc(Cl)c(Cl)c1,-0.7,-3,0,14,-6,-1,-7,-14,-4,13
O=C(NNc1ccccc1)C(=O)N1CCCCC1,-1.4,-4,-13,33,7,-19,-1,-33,-3,-8
Cc1ccccc1Nc1nc(N)nc(CN(C)c2ccccc2)n1,-0.1,36,29,14,-5,-16,-2,-14,-6,-1
O=C(Cc1ccc(-n2cccc2)cc1)NCc1ccccc1Cl,-1.7,-2,-7,-23,3,-7,-4,23,-10,-29
O=C(O)c1ccccc1C(=O)Nc1ccc(S(=O)(=O)Nc2ccc(F)cc2)cc1,-0.8,0,1,53,.,5,5,-53,9,7
NC(=O)CSc1nnc(-c2ccc(S(=O)(=O)N3CCCC3)cc2)n1CC1CCCO1 (configuration not stated),-1.4,-13,5,43,-9,-13,.,-43,3,.
COCC(=O)N1CCC(Oc2ccc(C(=O)NCCc3ncccc3C)cc2)CC1,-0.3,-2,7,7,-6,-14,5,-7,5,1
COc1ccc(Oc2ccc(NC(=O)c3ccccc3C)cc2)cc1,-0.8,1,-22,-5,.,-13,-6,5,-6,9
O=c1[nH]n(-c2cccc(Cl)c2)c2ncccc12,-0.1,1,.,22,6,10,3,-22,5,3

# Taken from above:
# COc1ccc(/C=C/CN2CCC(n3nccc3NC(=O)C3CCCC3)CC2)cc1 in NSD2 inh = 0
# Cc1cccnc1NC(=S)NCc1ccco1 in SR-BI DiI inh = -4

# Further compounds:
SMILES,CAL PDZ FP-1,NSD2 inh,MITF TRPM1 HTS,SR-BI uptake up,Rtt109 HAT inh,PvdQ acylase,CAL PDZ FP-2,SR-BI DiI inh,dFosB act,PfHsp90 set2
Cc1cc(C)cc(C(=O)NC(=S)Nc2cccnc2)c1,-0.6,4,12,-44,2,-26,6,44,-9,2
CCC(C(=O)NCc1ccc(F)cc1)N(Cc1ccco1)C(=O)c1snc(C(N)=O)c1N (configuration not stated),-0.9,0,-6,-6,1,-12,-7,6,-10,-18
CCCNC(=O)c1c(CSc2ccc(Cl)cc2)noc1C(=O)NCc1ccccc1,-2.2,.,1,19,-1,-12,-3,-19,-12,-33
Fc1ccccc1CSc1nnc2ccc(-c3ccncc3)nn12,-4.2,.,38,.,4,1,-5,.,-15,2
CNc1nc2ccccc2n1/N=C/c1cccc(OC)c1OC,-1.5,1,17,-37,7,-6,.,37,-14,.
O=[N+]([O-])c1ccc(N2CCCCCC2)c([N+](=O)[O-])c1,-2.9,2,.,4,.,16,1,-4,-1,-17
CC12CCC(=O)N1C(C(=O)Nc1ccccc1F)CS2 (configuration not stated),0.7,-2,2,16,-7,-16,-3,-16,5,10
CC(C)Cc1nc(Nc2ccc(S(=O)(=O)N3CCCC3)cc2)c2nnn(Cc3ccccc3)c2n1,-0.8,-3,-2,-31,5,-14,-2,31,-5,-5
O=c1[nH]nc(-c2ccc(F)cc2)cc1Cc1ccc(F)cc1,-1.4,1,.,-15,2,11,-2,15,-18,6
Cc1ccc(S(=O)(=O)N2CCCCC2)cc1NC(=O)Cc1cccs1,-2.0,-1,-6,.,-4,-4,-9,6,-2,5
COc1ccc(C(CNC(=O)C2CC(=O)N(Cc3ccccc3)C2)N2CCOCC2)cc1 (configuration not stated),-0.6,0,5,-1,6,10,0,1,0,17
CCCn1nnc(NC(=O)/C=C/c2cc(Br)ccc2OC)n1,-2.5,-5,4,-56,5,-11,2,56,-10,2
CCOc1ccc(S(=O)(=O)N(C)c2ccc(OCC(=O)Nc3nccs3)cc2)cc1,-1.5,0,-18,-9,.,9,-8,9,-10,-3
CCOC(=O)Cn1c(C)[n+](C)c2cc(Cl)c(Cl)cc21,0.0,6,.,15,-20,-5,.,-15,1,-3
C=CCn1c(C)nnc1SCC(=O)NC1CC1,-0.2,-2,0,0,5,-18,-1,0,2,5
CCCCC(=O)Nc1ccc(NC(=O)C(C)C)cn1,-1.7,-3,26,2,4,-7,-2,-2,1,3
O=C(CC1Sc2ncnn2C1=O)Nc1ccc(Br)cc1 (configuration not stated),-0.9,.,-4,0,14,-28,.,0,-10,-57
COc1ccc(C(CNc2ccc(S(C)(=O)=O)cc2[N+](=O)[O-])N(C)C)cc1OC (configuration not stated),-1.0,3,2,.,9,-17,.,.,-8,1
O=c1[nH]cc(N=Cc2cc(Cl)cc(Cl)c2O)c(=O)[nH]1,-0.4,31,.,6,5,-12,-1,-6,-4,-9

# Assay outcomes: PubChem BioAssay, Broad Institute

# Outcome played no part in choosing rows, and some 4.3% of all compounds hit somewhere here.
